Assay outcomes as filed in PubChem BioAssay.
NOD2-RIPK2 inh: NOD2-RIPK2 protein interaction inhibition. O43353. CHO BLA complementation NOD2-RIPK2, CCF4 ratio. inhibition, % at 4.98 µM. 360,000 compounds, 0.38% hits. AID 624267; in the data active = inhibition above about 21%;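 also: 0% = vehicle only and 100% = reference blocker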
SRC3 inh: inhibitors of human steroid receptor coactivator 3 (SRC3); AID 588352; Q9Y6Q9; inhibition, % at 3.6 µM; HEK293 GAL4-SRC3 luciferase reporter, luminescence; 360,000 compounds, 0.17% hits;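 active = inhibition above a per-campaign cutoff, the mean of all compounds plus 3 SD, cut at about 60% in these data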;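 also: 0% = DMSO-treated cells and 100% = gossypol-treated cells at 36 µM; higher means less SRC3-driven luciferase light from the GAL4 reporter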
LRH-1 inv ag: NR5A2 inverse agonism in reporter assay; inhibition, % at 3.6 µM; AID 602396; HEK293T StAR-luciferase reporter, LRH-1 transfected, 24 h; 360,000 compounds, 0.13% hits;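 active = inhibition above the mean inhibition of all tested compounds plus 3 SD, cut at about 73% in these data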;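 also: 0% = DMSO wells and 100% = reporter-only cells lacking LRH-1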
NCOA2 inhibitor: inhibits human steroid receptor coactivator 2 | HEK293 GAL4-SRC2 luciferase reporter, luminescence | inhibition, % at 9 µM | 370,000 compounds, 0.17% hits | AID 651957;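 active = inhibition above the mean inhibition of all tested compounds plus 3 SD, set per campaign, cut at about 52% in these data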;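 also: 0% = DMSO treated cells and 100% = cells given Gossypol at 36 µM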
SRC1 inh: human NCOA1 inhibition. Q15788. HEK293 GAL4-SRC1 luciferase reporter, luminescence. inhibition, % at 3.6 µM. 360,000 compounds, 0.12% hits;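 active = inhibition above the campaign mean plus 3 SD, with each screening campaign given its own cutoff, cut at about 60% in these data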;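 also: 0% = DMSO treated cells and 100% = gossypol at 36 µM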
ABHD5 PLIN5 PPI: ABHD5-PLIN5 protein interaction inhibition | Split G. princeps luciferase complementation, luminescence, 4 h | inhibition, % at 4 µM | 360,000 compounds, 0.78% hits;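 active = inhibition above the mean inhibition across every tested compound plus 3 SD, cut at about 22% in these data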;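 also: 0% = DMSO only wells and the 100% control is not disclosed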
TWEAK-Fn14 inh: inhibitors of TWEAK-Fn14 interaction signaling; TWEAK-stimulated Fn14 reporter cells, luciferase luminescence, 8 h; inhibition, % at 10 µM; 360,000 compounds, 2% hits; AID 1159606; in the data active = inhibition above about 50%
Exocytosis inh: lytic granule exocytosis inhibition; TALL-104 LAMP-1 surface exposure, flow cytometry; cells stimulated with thapsigargin and PMA; inhibition, % at 10 µM; 360,000 compounds, 0.66% hits; AID 651702;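 active = inhibition above about 55%, limit read from the data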
TLR9-MyD88 block: inhibitors of human TLR9-MyD88 binding. CHO BLA complementation TLR9-MyD88, CCF4 FRET ratio. Q9NR96+Q99836. 340,000 compounds, 0.21% hits. inhibition, % at 4.98 µM. AID 504734;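 active = inhibition above the mean over all tested compounds plus 3 SD, cut at about 21% in these data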;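 also: 0% = DMSO only wells and 100% = clavulanate BLA inhibitor control wells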
Target sequence (Q99836 whole entry, looked up): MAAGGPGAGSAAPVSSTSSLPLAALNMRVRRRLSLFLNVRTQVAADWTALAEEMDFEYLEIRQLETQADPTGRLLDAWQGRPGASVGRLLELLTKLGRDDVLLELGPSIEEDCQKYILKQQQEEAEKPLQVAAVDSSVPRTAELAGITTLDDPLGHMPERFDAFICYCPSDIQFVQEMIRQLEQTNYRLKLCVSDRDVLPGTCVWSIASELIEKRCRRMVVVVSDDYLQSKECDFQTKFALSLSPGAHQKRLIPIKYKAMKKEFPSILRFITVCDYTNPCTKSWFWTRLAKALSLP
Target sequence (Q9NR96 whole entry, looked up): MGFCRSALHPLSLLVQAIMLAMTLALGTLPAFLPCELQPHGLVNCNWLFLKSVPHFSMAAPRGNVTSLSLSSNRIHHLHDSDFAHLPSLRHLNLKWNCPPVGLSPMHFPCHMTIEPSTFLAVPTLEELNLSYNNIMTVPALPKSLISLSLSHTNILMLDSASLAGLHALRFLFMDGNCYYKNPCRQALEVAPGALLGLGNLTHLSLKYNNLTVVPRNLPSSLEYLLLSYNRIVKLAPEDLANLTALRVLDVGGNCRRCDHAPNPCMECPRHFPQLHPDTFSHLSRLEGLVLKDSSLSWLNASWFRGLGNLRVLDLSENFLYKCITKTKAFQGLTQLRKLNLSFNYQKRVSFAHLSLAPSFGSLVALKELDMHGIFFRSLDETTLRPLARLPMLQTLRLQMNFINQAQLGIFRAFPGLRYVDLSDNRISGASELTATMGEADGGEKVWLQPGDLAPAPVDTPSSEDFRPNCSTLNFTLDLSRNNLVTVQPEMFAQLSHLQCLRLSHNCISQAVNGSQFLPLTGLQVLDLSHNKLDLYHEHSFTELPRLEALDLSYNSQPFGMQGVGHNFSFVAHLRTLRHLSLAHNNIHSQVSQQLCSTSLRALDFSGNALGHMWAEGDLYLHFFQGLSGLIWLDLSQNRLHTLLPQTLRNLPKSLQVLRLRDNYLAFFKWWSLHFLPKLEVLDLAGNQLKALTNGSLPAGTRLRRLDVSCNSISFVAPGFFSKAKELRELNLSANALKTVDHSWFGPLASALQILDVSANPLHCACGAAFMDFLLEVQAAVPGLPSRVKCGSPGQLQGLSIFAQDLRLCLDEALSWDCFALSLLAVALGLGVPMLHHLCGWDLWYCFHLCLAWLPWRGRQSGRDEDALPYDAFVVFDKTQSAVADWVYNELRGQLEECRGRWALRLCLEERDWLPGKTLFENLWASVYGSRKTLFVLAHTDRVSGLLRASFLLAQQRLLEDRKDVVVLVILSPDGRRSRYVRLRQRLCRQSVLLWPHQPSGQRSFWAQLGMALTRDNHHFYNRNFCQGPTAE
TROY signal inh: TROY signaling inhibition. Q293 LMP1-TROYcd NF-kB luciferase reporter, 4 h. inhibition, % at 10 µM. 360,000 compounds, 0.98% hits. AID 1347056;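 active = compounds whose plate-normalised and pattern-corrected inhibition of the luciferase reporter signal at the single screening dose is 50% or more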
COUP-TFII inh: inhibitors of human COUP-TFII (NR2F2); HEK293T NGFI-A luciferase reporter, luminescence; AID 686940; 370,000 compounds, 0.7% hits; P24468; inhibition, % at 8.6 µM;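 active = inhibition above a per-plate cutoff, mean inhibition of test wells between control levels plus 3 SD, cut at about 38% in these data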;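 also: cells cotransfected with COUP-TFII expression vector driving the NGFI-A reporter; 0% = median of COUP-TF2 test wells and 100% = reporter-only cells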
An asterisk follows results filed as active; . = no result given. An excerpt. The share of hits here may be higher or lower than overall.

Compound	NOD2-RIPK2 inh	SRC3 inh	LRH-1 inv ag	NCOA2 inhibitor	SRC1 inh	ABHD5 PLIN5 PPI	TWEAK-Fn14 inh	Exocytosis inh	TLR9-MyD88 block	TROY signal inh	COUP-TFII inh
O=C(c1cccc(S(=O)(=O)N2CCCC2)c1)N1CCN(c2ccccc2)CC1	-4	10	4	-10	-3	-7	11	2	7	11	-4
Cc1ccc(C(=O)Nc2ccc(S(=O)(=O)Nc3cnc4ccccc4n3)cc2)cc1	4	-19	-79	-35	-48	-10	6	-10	0	-15	-30
COc1ccc(-c2cn(-c3ccc(C)cc3)c(=O)n2CC(=O)Nc2cccc(F)c2)cc1	1	-20	-33	-37	-23	4	-17	-1	11	-23	-15
O=C1NN(CCO)C(=S)Nc2ccccc21	-9	-1	8	-6	-3	4	-8	2	4	-6	-5
Cc1ccc(C(=O)Nc2nnc(C)s2)o1	-2	1	-21	-8	-9	3	-7	-2	-2	-16	-3
CC(c1ccccc1)N1CC(C(=O)NC2CCCC2)CC1=O (stereo not given)	3	21	1	-11	-3	2	-8	-4	8	-3	2
COc1ccccc1NC(=O)c1nnn(Cc2ccccc2)c1NC(=O)C(F)(F)F	-6	9	-8	0	-6	-3	2	2	10	-6	-21
Cc1cc(C)c(S(=O)(=O)NCc2cccnc2)c(C)c1	-13	-1	9	1	12	5	-3	5	-2	5	5
COc1ccc(Cl)cc1NC(=O)NCCN1CCNC1=O	-6	18	4	-8	-11	9	8	0	-1	3	14
CC(=O)C1C(c2ccc(Br)cc2)c2c(noc2C)CC1(C)O (stereo not given)	-16	16	-21	11	-11	-5	15	-3	0	-4	6
O=c1[nH]cc(NCCNc2ncc(C(F)(F)F)cc2Cl)c(=O)[nH]1	-17	9	-4	-17	0	12	-6	-1	-3	-21	14
CCOC(=O)C(Sc1nnc2c3ccccc3n(CC)c2n1)C(=O)OCC	-6	-2	-16	-16	-32	-8	-14	-1	7	0	6
Cc1c(Cl)ccc2sc(NC(=O)c3ccco3)nc12	5	-145	-184	-75	-112	-4	27	-1	-4	-51	-47
CCOc1ccc(/C=C2\C(=O)c3ccccc3OC2c2ccccc2)cc1 (stereo not given)	0	5	1	-32	-17	-4	-9	1	-5	-20	-14
Cc1cc(C)nc(SCCCn2c(=O)[nH]c3ccccc32)n1	3	3	3	-5	10	1	11	3	14	1	-1
Cc1cccc(C2c3[nH]c4ccccc4c3CCN2C(=O)c2cc(CC(C)C)[nH]c(=O)n2)n1 (stereo not given)	3	-1	24	12	0	5	2	1	0	-16	18
Fc1ccccc1COc1ccc(Br)cc1CNCc1ccncc1	1	14	1	-3	-15	11	48	0	-6	47	11
COC(=O)c1ccc2c(c1)sc(=NC(=O)CCS(=O)(=O)c1ccccc1)n2C	-8	10	40	13	-36	3	-5	4	-8	15	4
O=c1c2ccccc2nc(-c2cccs2)n1-c1ccc2ccccc2c1	0	-19	-17	-26	-11	-5	5	-10	5	-14	6
C[n+]1c(-c2ccccc2)sc([S-])c1-c1ccccc1	-8	1	7	2	2	-10	-7	-5	.	-20	-1
Cc1cnc(C(=O)OCC(=O)NC(C)C)cn1	-2	9	2	-12	-6	7	-27	-1	-9	7	8
Cc1cc(C)c(C#N)c(SCC(=O)c2cc(C)n(CCc3ccccc3)c2C)n1	4	0	6	11	-26	5	12	-3	0	-18	-5
Cc1cc(C)cc(N(CC(=O)NC2CCCC2)C(=O)CCC(=O)Nc2cc(C)on2)c1	-4	6	9	6	5	1	-9	0	-12	7	-2
CCc1cccc(C)c1NC(=O)c1ccc2nc(N3CCOCC3)sc2c1	2	16	1	-5	-13	2	5	1	-1	11	1
Cc1ccc(Nc2nnc(SCC(=O)Nc3cc(C(=O)O)ccc3C)s2)c(C)c1	-16	6	-26	13	10	-6	2	1	-2	2	6
O=C(COc1ccccc1Cc1ccccc1)NCCCN1CCOCC1	9	15	7	-9	-10	0	-10	0	-10	-11	-11
O=C(CSc1nnc(NC(=O)C2CCC2)s1)Nc1ccccc1F	-7	14	16	-33	-5	1	5	-11	-8	-7	20
COc1ccc(-n2ncc3c(N4CCC(C)CC4)ncnc32)cc1	-3	-86	-64	-27	-71	-2	66*	-10	-7	69*	-16
Cn1c(SCC(=O)N2CCc3ccccc32)nc2cccnc21	2	27	1	-8	-12	5	-8	2	2	-11	7
COc1cc(C(=O)Nc2nc3ccccc3s2)ccc1OCc1c(C)noc1C	-17	-14	-24	9	-2	5	35	-2	-4	-20	-4
CC(=O)N(CC(=O)O)c1ccccc1	-2	-3	4	-32	-1	0	-27	-1	4	4	-6
COc1ccccc1NC(=O)NC1(C(=O)N2CCC(O)CC2)CCCCC1	5	-14	2	-18	-17	-2	6	-2	-2	12	-15
COc1cccc(C(C)(O)c2nc(-c3ccc(OC)nc3)cs2)c1 (stereo not given)	-7	-2	13	4	-3	-9	9	-1	.	26	18
COc1ccccc1-c1nc(C#N)c(N2CC(C)CC(C)C2)o1 (stereo not given)	-6	5	10	-26	8	-1	-28	-3	-2	-6	-1
C[C@@H]1CNC(=O)c2c(C(=O)Nc3ccc(CNC(=O)OC(C)(C)C)cc3)ncn21	12	5	12	-5	9	-8	10	-1	-3	18	12
COc1ccc(S(=O)(=O)N2CCCCC2)cc1N(C)S(=O)(=O)c1ccccc1	2	15	5	3	6	0	2	8	-11	2	9
O=C(CCN1C(=O)S/C(=C\c2cccs2)C1=O)Nc1nccs1	4	4	-16	-12	-11	-3	-10	0	-6	-11	1
COc1ccc(N2CCN(C(=O)CCNS(=O)(=O)c3ccc(C)cc3)CC2)cc1	0	-9	16	16	-9	-5	8	31	-3	-14	-9
NS(=O)(=O)c1ccc(CNC(=O)c2ccc(Br)o2)cc1	-13	2	-5	8	-16	1	-16	-2	1	1	-26
CN1CCOc2c1cnn(CCO)c2=O	-7	5	3	3	-20	1	-14	-17	.	10	9
O=C(Nc1cccc(NC(=O)c2cccc([N+](=O)[O-])c2)n1)c1cccc([N+](=O)[O-])c1	-11	6	15	-3	0	4	-9	-8	3	24	2
Cc1ccc(S(=O)(=O)N2CCN(C(=O)CSc3nnc(-c4ccco4)o3)CC2)cc1	-16	8	18	-3	-2	-5	0	-1	1	-11	5
COc1cc(-c2nnc(COC(=O)CSc3cc(C)c4ccccc4n3)o2)cc(OC)c1OC	1	3	2	-13	-9	-9	-11	-1	4	-1	4
CCOC(=O)N1CCN(C(=O)c2ccc3c(=O)n(CCc4ccccc4)c(=S)[nH]c3c2)CC1	-1	-13	-5	-8	0	2	-5	-2	6	4	-1
COc1ccc(/C=N/N(C)C2=NS(=O)(=O)c3ccccc32)cc1OC	-3	-25	17	-6	-124	4	-15	2	12	-6	-22
COc1ccc(-n2c(C)cc(C=O)c2C)cc1Cl	8	-29	-6	-8	1	1	-6	-2	0	17	1
CCCCNC(=O)c1nc(C2CCN(S(=O)(=O)c3c(F)cccc3F)CC2)oc1-c1cccc(C(F)(F)F)c1	-16	3	-25	-14	9	-9	26	-6	.	13	-11
Cc1noc(C)c1NC(=O)N(C)C[C@H]1OCCCC[C@@H](C)Oc2ccc(NS(=O)(=O)c3ccccc3)cc2C(=O)N([C@H](C)CO)C[C@@H]1C	-2	10	2	-12	-8	0	-14	6	11	-4	-10
Cc1ccc2nc(-c3sc4nc(C)cc(C)c4c3N)[nH]c2c1	2	-64	-71	-50	-101	-3	78*	-2	7	70*	-14
CC(C)OP(=O)(c1ccc(N(C)C)cc1)C(O)c1ccccc1 (stereo not given)	3	16	0	8	-7	5	-5	1	-8	10	-8

Some values from the list.
Under TROY signal inh, CC(C)OP(=O)(c1ccc(N(C)C)cc1)C(O)c1ccccc1 (stereo not given) has 10
Under TROY signal inh, Cc1ccc(S(=O)(=O)N2CCN(C(=O)CSc3nnc(-c4ccco4)o3)CC2)cc1 has -11

Next part:
Compound	NOD2-RIPK2 inh	SRC3 inh	LRH-1 inv ag	NCOA2 inhibitor	SRC1 inh	ABHD5 PLIN5 PPI	TWEAK-Fn14 inh	Exocytosis inh	TLR9-MyD88 block	TROY signal inh	COUP-TFII inh
COCc1[nH][nH]c(=O)c1C=Nc1ccc(Cl)cc1	0	-3	13	-8	1	3	11	-2	3	-18	-24
CCC1Sc2ccccc2N(CC(=O)NC2CCCCC2)C1=O (stereo not given)	2	19	6	17	1	7	37	4	2	-11	9
COc1ccc(OC)c(Nc2nc(N)nc(-c3cc4ccccc4o3)n2)c1	2	-22	2	-2	-12	0	13	-1	6	-19	7
COc1ccc(NC(=S)N2CCc3cc(OC)c(OC)cc3C2)cc1	2	17	6	4	3	-9	12	11	6	7	14
Cc1noc(C)c1-c1ccc2nc[nH]c(=O)c2c1	-8	28	31	-5	23	0	6	0	-6	-9	-7
COC(=O)c1ccc(CSC(=N)N)o1	-5	3	17	17	-43	-6	2	-2	-5	6	3
CN(CC(=O)Nc1cccc(F)c1)C(=O)c1sc2ccccc2c1Cl	0	-1	-12	-9	-23	-10	-13	2	0	-45	-14
O=[N+]([O-])c1cccc(C=Nc2cc3c(cc2Br)OCCO3)c1	-10	11	5	-15	-3	0	7	-3	-6	-5	0
OC[C@@H]1CN(CCN2CCOCC2)C[C@H](n2cnc3c(NC4CC4)ncnc32)O1	2	-4	11	-19	-7	10	8	24	.	-15	9
COc1ccc(OCC#CCn2ccnc2)cc1	3	16	6	-11	9	14	22	-1	5	15	7
Cc1c(N/C(=N/S(=O)(=O)c2ccccc2)c2ccc(Cl)cc2)c(=O)n(-c2ccccc2)n1C	-9	18	7	21	11	-4	6	-6	-1	15	-17
CC(C)n1cnc2c(NCc3ccccc3)cc(Cc3ccc(F)cc3)cc21	-1	6	-6	-18	-22	-12	-6	54	2	-9	5
COc1cccc(OCCNC(=O)c2cc(OC)c(OC)c(OC)c2)c1	-4	20	15	4	14	0	-2	7	-1	-10	2
COc1cc(NC(=O)C2CCCN(c3ncnc4c3nc3n4CCCCC3)C2)cc(OC)c1OC (stereo not given)	-15	-4	9	-1	-5	1	-36	0	0	-3	6
O=c1cc(N2CCCC2)c(-c2ccccc2)n[nH]1	-6	6	0	-15	-6	0	5	1	.	-4	2
O=C(CSc1nnnn1C1CCCC1)Nc1ccc2c(c1)OCO2	-8	11	14	-24	-11	5	12	0	-8	-16	1
CCOC(=O)C1CCN(C(=O)COc2ccc(S(=O)(=O)NC(C)(C)C)cc2)CC1	-3	25	16	-26	4	0	-2	1	2	5	-1
Cc1ccc(N2C(=O)C3ON(c4ccccc4)C(CC(C)C)C3C2=O)cc1 (stereo not given)	-2	-5	-6	-15	-5	-5	-12	-1	7	-29	-11

Fetched one by one from the entries so far:
Compound	NOD2-RIPK2 inh	SRC3 inh	LRH-1 inv ag	NCOA2 inhibitor	SRC1 inh	ABHD5 PLIN5 PPI	TWEAK-Fn14 inh	Exocytosis inh	TLR9-MyD88 block	TROY signal inh	COUP-TFII inh
O=C(CSc1nnnn1C1CCCC1)Nc1ccc2c(c1)OCO2	-8	11	14	-24	-11	5	12	0	-8	-16	1
COc1cccc(OCCNC(=O)c2cc(OC)c(OC)c(OC)c2)c1	-4	20	15	4	14	0	-2	7	-1	-10	2
